Screening data deposited in PubChem by Broad Institute.
FN deposit inh: inhibitors of fibronectin matrix deposition, primary screen, AH1F cells, Alexa488-fibronectin fluorescence, plate reader. AH1F fibroblasts, overnight. inhibition, % at 12.6 µM. actives 0.086% (n = 350,000). AID 743247, 2014;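 active = mean inhibition across replicates of 30% or more, regardless of how many single replicates reach that level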;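 note: positive control wells lacked labelled fibronectin entirely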
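Test system: AH1F fibroblast monolayer depositing Alexa488-labelled fibronectin into matrix. Input: 10000 cells per well. Technique: fluorescence, ex 485 nm, em 525 nm. Buffer or medium: DMEM plus 2% serum, read in PBS. Timing: 1 h cell adhesion before compound, then overnight fibronectin incubation. Compound: single dose, pinned. Read-out basis: inhibition from reduced deposited-fibronectin fluorescence.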
Cneo AK release: Cryptococcus neoformans cell lysis inducers, primary screen, AK release luminescence, single concentration; C. neoformans lysis, adenylate kinase release luminescence, 4 h; normalised: neutral wells 0, clomiphene wells 100; actives 0.2% (n = 360,000); AID 651654, 2012; lysis activity, % at 15 µM;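 active = mean lysis activity across replicates of at least 80%, whatever share of replicates individually reach that level; inactive = mean lysis activity below 80%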
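Signal: Adenylate kinase release luminescence | Assay system: Log-phase Cryptococcus neoformans yeast cells | Input: Cells at 5 × 10^6 per mL | Buffer or medium: Fresh YPD growth medium | Compound: Single dose | Schedule: Static 4 h at 37 °C with compound, 1 h detection | Controls: Clomiphene | Read-out: Luminescence rise reflecting yeast cell lysis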
PglD DTNB: C. jejuni PglD acetyltransferase inhibitors, primary screen, biochemical, DTNB colorimetric, single point; UDP-N-acetylbacillosamine N-acetyltransferase PglD (Campylobacter jejuni); purified PglD enzyme, DTNB colorimetric CoA detection; inhibition, % at 12.5 µM; actives 0.098% (n = 360,000); AID 602405, 2012; in the data active = inhibition above about 16%, passing the limit was not always enough; note: strong numbers were not always called active
INS-1E GSIS act: GLuc luminescence reporter in INS-1E cells, primary screen for activators of glucose-dependent secretion of insulin; actives 0.61% (n = 370,000); INS-1E GLuc reporter insulin secretion, 2-3 h; activation, % at 16.6 µM;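 active = lowest replicate activation of at least 40%, so every replicate reaches that level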;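 note: 0% = median of neutral control wells and 100% = median of IBMX positive control wells; some compounds called inactive have numbers as strong as hits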
PGC1a acetyl inh: inhibitors of PGC1a acetylation signal, primary screen, cell-based, U2OS, AlphaScreen, inhibitor mode; AlphaScreen anti-acetyl-lysine; with virally co-expressed GCN5 acetyltransferase; inhibition, % at 15.6 µM; actives 0.17% (n = 350,000);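 active = every replicate shows inhibition of at least 40%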;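 note: 0% = neutral control wells and 100% = positive control wells; some results beyond the cut were filed as inactive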
CFTR F508del cor: F508del CFTR correction, initial screen, CFBE line, single point; CFBE cells, YFP halide quenching; stimulated with forskolin plus potentiator P3; % fluorescence drop versus neutral controls; activity (quench increase), % at 7.58 µM; actives 0.36% (n = 350,000); AID 720511, 2013;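 active = mean added fluorescence quench of at least 8% versus neutral control, with both replicates also reaching 8%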;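 note: cells transiently co-express mutant CFTR-F508del with the halide-sensitive YFP; corrector assay measuring rescue of mutant channel to the surface after 24 h compound exposure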
miR122 inh: miR-122 Renilla sensor signal increase in Huh7, primary screen, miR-122 inhibitor project, cell-based, single point, plate reader | Huh7 miR-122 Renilla luciferase sensor, 48 h; neutral wells = 0, positive control = 100 | activation (reporter increase), % at 12.5 µM | actives 0.3% (n = 340,000) | AID 602342, 2012;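 active = mean replicate activation score at least 90 and every replicate individually at or above 90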;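 note: higher luciferase means less miR-122 activity so hits act as miR-122 inhibitors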
C2C12 statin: suppressors of statin myotoxicity in C2C12 myotubes, primary screen, cell-based, single point, plate reader; C2C12 myotubes + simvastatin, ATP luminescence, 48 h; scaled: DMSO 0, geranylgeraniol control 100; rescue of ATP level, % at 7.49 µM; actives 0.78% (n = 330,000); AID 602340, 2012;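 active = mean ATP rescue above about 67%, or every replicate alone reaching that limit, limit read from the data, passing the limit was not always enough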;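 note: myotubes were challenged with 10 µM simvastatin during compound exposure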
* hit, by the source's call; . = not tested or not shown; & = joins results of further samples; [ ] = dose if it differs, or a comment.

SMILES	FN deposit inh	Cneo AK release	PglD DTNB	INS-1E GSIS act	PGC1a acetyl inh	CFTR F508del cor	miR122 inh	C2C12 statin
COCCCNC(=O)CN(C1CCCCC1)S(=O)(=O)c1ccc(C)cc1	.	-1	5	9	0	-0.3	-1	-8
Cc1ccc(S(=O)(=O)N2CCCC(C(=O)NCC3COCCO3)C2)cc1 (stereo not given)	.	2	3	.	4	.	-1	3
Cc1cccc(CCN=c2c([N+](=O)[O-])nn(-c3ccccc3)n2O)c1	-10	-1	-4	3	.	.	-19	6
CC(C)(C)c1ccc(C(=O)N2CCC(C(=O)NC3CC3)CC2)cc1	6	1	-5	-9	.	-2.4	.	10
Cc1csc(NC(=O)CN(C)S(=O)(=O)c2cccc3cccnc23)n1	-11	3	-2	0	-12	-2.3	7	6
CC1CCN(C(=O)c2ccc3ccccc3c2)CC1	-5	1	-1	1	.	-2.5	11	11
Cc1c(OC(C)C(=O)NCc2ccccn2)ccc2c3c(c(=O)oc12)CCCC3 (stereo not given)	-1	17	3	-15	-12	1.8	2	27
CCCNC(=O)C[C@H]1CC[C@@H]2[C@@H](COc3ccc(NC(=O)c4ccccc4)cc3C(=O)N2C)O1	-5	-3	2	-8	-5	0.5	-8[16.7 µM]	7
Cc1cccc(NC(=O)COC(=O)CN2C(=O)C3CCCCC3C2=O)c1C (stereo not given)	9	7	0	-3	4	-3.2	-5	6
CC[n+]1c(/C=C/c2cc([N+](=O)[O-])ccc2O)ccc2ccccc21	-5	0	-7	-1	-13	-0.5	-6	-19
C[C@H]1CN([C@@H](C)CO)C(=O)c2cc(NS(=O)(=O)c3cccs3)ccc2O[C@@H]1CN(C)CC1CCCCC1	.	10	-3	4	.	-0.7	-3[16.7 µM]	3
C[C@H](CO)N1C[C@H](C)[C@@H](CN(C)C(=O)Nc2cccc3ccccc23)Oc2c(cccc2N(C)C)C1=O	3	83*	2	2	1	-4.3	4[16.7 µM]	16
C[C@H]1CN([C@@H](C)CO)C(=O)Cc2cc(NS(=O)(=O)c3ccc(Cl)cc3)ccc2O[C@H]1CN(C)Cc1ccc(C(F)(F)F)cc1	.	0	0	-16	1	3.3	-4[16.7 µM]	46
COc1cccc(N2CC(C(=O)Nc3nnc(SCC(=O)N4CCOCC4)s3)CC2=O)c1 (stereo not given)	-3	2	-2	23	1	3.6	-2	1
COc1ccccc1N1CCN(CC(O)c2c(C)[nH]c3ccccc23)CC1 (stereo not given)	11	0	1	-14	-7	0.8	-1	7
COc1ccc2[nH]c3c(NCCN(C(C)C)C(C)C)ncnc3c2c1	.	1	5	.	-10	.	4	-19
COc1ccc(NC(=O)N[C@H]2CC[C@@H](CCNC(=O)c3ccccc3F)O[C@@H]2CO)cc1	1	-3	0	6	0	-0.5	.	2
C#CCOC(=O)C[N+](C)(C)C/C=C/c1ccccc1	-4	.	.	-2	1	0.9	.	.
C=C(C)C(=O)Nc1cccc(C2=NOC3(C2)C[C@H](C(N)=O)N(C(=O)/C=C/C)C3)c1 (stereo not given in full)	-6	0	4	.	2	2.1	2	-8
CCOC(=O)N1CCN(C(=O)COC(=O)c2cccc(C)c2[N+](=O)[O-])CC1	-5	-1	1	1	2	2.1	-4	10
C[C@@H]1CN([C@H](C)CO)C(=O)c2cc(NC(=O)c3ccncc3)ccc2O[C@@H](C)CCCCO[C@@H]1CN(C)S(=O)(=O)c1ccc(Cl)cc1	0	45	0	-2	-1	-1.6	2[16.7 µM]	.
C[C@@H]1CN([C@H](C)CO)C(=O)c2cc(-c3cncnc3)cnc2O[C@H]1CN(C)C(=O)Cc1ccccn1	3	-24	5	5	3	0.3	-3[16.7 µM]	-10
CN1c2ccc(-c3cccc(F)c3)cc2[C@H]2[C@H](CCN2C(=O)CC2CC2)[C@@H]1CO	-4	0	-4	-4	-15	1.6	-1[16.7 µM]	-7
COc1ccc2c(c1)c1c(c(=O)n(-c3ccc(C)cc3)c(=O)n1CC(=O)NCC1CCCO1)n2C (stereo not given)	3	1	-2	4	8	0.0	8	-18
CCOC(=O)CSc1nc2cccnc2n1C	7	2	-2	22	12	4.2	1	0
Cc1cnc(C(=O)OCC(=O)N2C(C)CCCC2C)cn1 (stereo not given)	.	0	3	10	2	-1.2	6	-7
C[C@@H]1CN([C@H](C)CO)C(=O)c2cccc(NS(=O)(=O)c3cn(C)cn3)c2O[C@@H]1CN(C)Cc1ccncc1	.	-4	1	2	2	1.8	-2[16.7 µM]	-12
N#Cc1ccc(-c2ccc3c(c2)[C@H]2[C@H](CCN2C(=O)C2CCC2)[C@@H](CO)N3)cc1	1	.	.	8	0	3.8	.	.
CN1c2ccc(C#Cc3cccnc3)cc2[C@H]2[C@H](CCN2C(=O)c2cccnc2)[C@@H]1CO	11	4	0	-3	-4	1.2	-1[16.7 µM]	-31
CC1(C)CC2CC(C)(CN2/C=C2/CCCCC2=O)C1 (stereo not given)	-3	1	0	-1	-2	0.9	2	.
C[C@@H]1CN([C@@H](C)CO)C(=O)c2cc(NC(=O)Nc3ccc(C(F)(F)F)cc3)ccc2O[C@@H](C)CCCCO[C@@H]1CN(C)C(=O)C1CCCCC1	.	-6	-1	10	15	2.9	-1[16.7 µM]	.
Cc1ccc(/C=N/NC(=O)c2cccc(NC(=O)c3ccccc3C)c2)o1	0	-1	-2	1	.	1.1	.	-3
Cn1c(=O)c2c(ncn2CC(O)CNc2ccc(Br)cc2)n(C)c1=O (stereo not given)	.	-2	3	-6	9	.	-7	.
CC1CN(C)C(c2ccccc2)C(C)C12NC(=O)NC2=O (stereo not given)	.	2	9	.	3	.	1	9
C[C@@H]1CCCCO[C@H](CN(C)C(=O)NC2CCCCC2)[C@H](C)CN([C@H](C)CO)C(=O)c2cc(NS(=O)(=O)c3ccc(Cl)cc3)ccc2O1	2	6	-5	-37	-8	-0.9	-12[16.7 µM]	.
O=C(O)CCn1cc(/C=C2\SC(=S)NC2=O)c(-c2ccccc2)n1	.	-1	-1	-5	4	.	4	.
Cc1nn(-c2ccc(F)cc2)c(-n2cccc2)c1C(=O)N1CCN(C(=O)c2ccco2)CC1	0	29	6	-1	1	-2.2	2	2
CC1(C(=O)OCC(=O)Nc2ccccc2Cl)CC1(Cl)Cl (stereo not given)	7	.	.	7	13	-1.1	-1	-2
Cc1ccc(NC(=O)COC(=O)[C@H](C)NC(N)=O)c(C)c1	8	2	-1	-10	12	1.5	.	2
C[C@@H]1CN([C@@H](C)CO)C(=O)c2cccc(NC(=O)Nc3ccc4c(c3)OCO4)c2O[C@H]1CN(C)Cc1ccc2c(c1)OCO2	.	-3	2	4	-2	0.5	41[16.7 µM]	-15
O=C(Nn1cc(C(=O)Nc2ccc(F)cc2F)c2ccccc2c1=O)c1cnccn1	1	1	1	-4	2	-2.5	0	4
COc1ccc(C2OCC(C)(C)CO2)cc1OC	4	-2	4	32	3	-1.3	2	1
O=CNC1CCCc2c1[nH]c1ccc(Cl)cc21 (stereo not given)	4	1	4	.	5	.	11	2
Cc1cc(C(C)(C)C)cc(C)c1CC1=NCCN1	6&-9	1	-5	.	9	-0.6	6	-7
COc1ccc(CCNC(=O)C(=O)NCc2ccc(Cl)cc2)cc1OC	7	.	.	0	2	0.9	.	.
CC(C)(O)C#Cc1ccc([C@H]2[C@H]3CN(C(=O)c4ccncc4)CCCCN3[C@H]2CO)cc1	.	43	1	16	19	-0.1	-7[16.7 µM]	6
C[C@H](CO)N1C[C@H](C)[C@H](CN(C)C(=O)CC2CC2)Oc2cc(C3=CCCCC3)ccc2S1(=O)=O	-6	3	1	10	-11	-0.8	16[16.7 µM]	.
Nc1c(Cl)c(Cl)nc(C(=O)OCC(=O)NCc2ccccc2)c1Cl	-16	0	-1	-2	5	1.1	5	-4

11 entries out of the list, arranged by SMILES length, smallest number first.
SMILES	FN deposit inh	Cneo AK release	PglD DTNB	INS-1E GSIS act	PGC1a acetyl inh	CFTR F508del cor	miR122 inh	C2C12 statin
COc1ccc(C2OCC(C)(C)CO2)cc1OC	4	-2	4	32	3	-1.3	2	1
CC1(C(=O)OCC(=O)Nc2ccccc2Cl)CC1(Cl)Cl (stereo not given)	7	.	.	7	13	-1.1	-1	-2
COc1ccc(CCNC(=O)C(=O)NCc2ccc(Cl)cc2)cc1OC	7	.	.	0	2	0.9	.	.
Cc1ccc(NC(=O)COC(=O)[C@H](C)NC(N)=O)c(C)c1	8	2	-1	-10	12	1.5	.	2
Nc1c(Cl)c(Cl)nc(C(=O)OCC(=O)NCc2ccccc2)c1Cl	-16	0	-1	-2	5	1.1	5	-4
O=C(O)CCn1cc(/C=C2\SC(=S)NC2=O)c(-c2ccccc2)n1	.	-1	-1	-5	4	.	4	.
O=C(Nn1cc(C(=O)Nc2ccc(F)cc2F)c2ccccc2c1=O)c1cnccn1	1	1	1	-4	2	-2.5	0	4
Cc1nn(-c2ccc(F)cc2)c(-n2cccc2)c1C(=O)N1CCN(C(=O)c2ccco2)CC1	0	29	6	-1	1	-2.2	2	2
CC(C)(O)C#Cc1ccc([C@H]2[C@H]3CN(C(=O)c4ccncc4)CCCCN3[C@H]2CO)cc1	.	43	1	16	19	-0.1	-7[16.7 µM]	6
C[C@H](CO)N1C[C@H](C)[C@H](CN(C)C(=O)CC2CC2)Oc2cc(C3=CCCCC3)ccc2S1(=O)=O	-6	3	1	10	-11	-0.8	16[16.7 µM]	.
C[C@@H]1CCCCO[C@H](CN(C)C(=O)NC2CCCCC2)[C@H](C)CN([C@H](C)CO)C(=O)c2cc(NS(=O)(=O)c3ccc(Cl)cc3)ccc2O1	2	6	-5	-37	-8	-0.9	-12[16.7 µM]	.

(list continues)
SMILES	FN deposit inh	Cneo AK release	PglD DTNB	INS-1E GSIS act	PGC1a acetyl inh	CFTR F508del cor	miR122 inh	C2C12 statin
O=C(NNC(=O)c1cc([N+](=O)[O-])ccc1Cl)c1cccnc1	12	3	5	12	.	-3.1	-3	4
CCC(C)(C)NC(=O)CN(C(=O)CNS(=O)(=O)c1ccc(F)cc1)c1ccc2c(c1)OCCO2	-14	3	2	-10	.	-0.6	10	-8
Cc1cccc(NCc2ccc([N+](=O)[O-])s2)c1	-5	0	1	-6	-3	0.4	0	3
CCOc1ccc(-c2nc(N)ncc2-c2ccc(Cl)cc2)c(O)c1	-2	2	-7	11	.	-0.6	1	19

This is a random part of the collection; 2.1% or so of the library scored in one or more.
